# Screens deposited in PubChem BioAssay by NCI.
# All columns: NCI-60 one-dose screen, growth in % after 48 h at 10 µM unless noted; 100 = growth as untreated, 0 = no growth, -100 = all killed.
# SF-268: SF-268 CNS cancer cells; 3.1% of 82,000 active; AID 1794759
# OVCAR-3: OVCAR-3 ovarian cancer; 7% of 79,000 active
# U251: U251 CNS tumor cells; 5.4% of 80,000 active
# OVCAR-5: OVCAR-5 ovarian cancer. 2.9% of 82,000 active. AID 1794783
# OVCAR-4: OVCAR-4 ovarian cancer cells. 3.7% of 80,000 active. AID 1794784
# DU-145: DU-145 prostate cancer; 4.2% of 81,000 active
# OVCAR-8: OVCAR-8 ovarian cancer | 4.4% of 81,000 active | AID 1794782
# SK-OV-3: SK-OV-3 ovarian cancer cells. 3.2% of 80,000 active
# PC-3: PC-3 prostate cancer cells; 3.9% of 80,000 active
# Numbers without * were called inactive; x = not tested or not shown. How the source made its calls: active means growth percent below 10; inactive means the rest.
1. CS(=O)(=O)N1CCN(c2nc(NCCN3CCOCC3)ncc2Br)CC1
2. COc1cc2cc(C(=O)N3C[C@@H](CCl)c4c3cc(OC(=O)N(CCC(=O)N3CCN(C)CC3)[C@H]3CCSSC3)c3ccccc43)[nH]c2c(OC)c1OC
3. CCOC(=O)c1sc(/N=C2\NC(=O)/C(=C/c3ccc(N4CCN(C)CC4)cc3)S2)nc1C
4. O=C(Nc1ccc(Cn2nnc3c(F)cccc32)cc1)c1ccc(C(F)(F)F)cc1
5. COc1ccc(CNC(=O)Nc2sc3c(c2C#N)CCCC3)cc1
6. COc1ccc(-c2cc(Cc3ccc(Cl)cc3)c(=O)[nH]n2)cc1

compound no.,1,2,3,4,5,6
OVCAR-3,108,-56*,96,84,102,109
SK-OV-3,110,11,102,x,124,94
OVCAR-5,89,-4.7*,110,94,106,104
SF-268,97,-10*,97,83,103,99
OVCAR-8,103,-50*,110,72,104,91
OVCAR-4,98,-12*,103,62,96,90
PC-3,x,-4.5*,102,80,100,92
U251,95,-68*,106,85,98,86
DU-145,107,-10*,97,87,102,106

7. Cc1ccc(CN(C)Cc2nc3c(Br)cc(Br)cc3c(=O)[nH]2)cc1
8. C/C(=N/Nc1ccc([N+](=O)[O-])cn1)C(=O)O
9. c1ccc2scnc2c1
10. CCCCCCCCCNc1ccc(C(=O)O)cc1C(F)(F)F
11. Cc1nc(Nc2ccc(OCc3c(-c4ccccc4)no[n+]3[O-])cc2)c2cnn(-c3ccc(Br)cc3)c2n1
12. CCCCCCC(C)OC(=O)c1ccccc1 (stereo not given)

compound no.,7,8,9,10,11,12
OVCAR-3,107,108,106,111,114,105
SK-OV-3,104,104,106,116,113,96
OVCAR-5,100,103,122,101,99,96
SF-268,97,99,107,102,100,95
OVCAR-8,99,106,107,100,106,99
OVCAR-4,91,114,114,114,100,93
PC-3,80,106,81,104,103,99
U251,100,106,110,103,99,89
DU-145,115,105,111,112,104,102

13. c1cncc(-c2nc3ccccc3s2)c1
14. O=C1C=CC(=O)N1c1ccc(-c2nc3ccccc3o2)cc1
15. COc1ccc(N(C)c2nc(N)nc3sc4c(c23)CCCC4)cc1
16. COc1ccc(NC(=S)Nc2ccc(NCc3nc4sc5c(c4c(=O)[nH]3)CCCC5)cc2)cc1
17. O=C(/C=C\c1ccc(OCCCCCC[P+](c2ccccc2)(c2ccccc2)c2ccccc2)cc1)c1ccc2c(c1)OCCO2
18. O=[N+]([O-])c1cccc(N=Cc2ccccc2)c1

compound no.,13,14,15,16,17,18
OVCAR-3,103,111,1.8*,104,-27*,122
SK-OV-3,98,106,21,96,-24*,106
OVCAR-5,97,108,50,107,14,107
SF-268,97,111,30,97,-4.1*,105
OVCAR-8,103,107,14,x,1.0*,93
OVCAR-4,98,105,36,109,-3.1*,111
PC-3,88,101,27,93,6.6*,91
U251,97,99,16,100,-58*,103
DU-145,106,115,0.7*,111,6.9*,117

19. COc1c2c(cc3c1C(CCc1ccccc1)N(C)CC3)OCO2 (stereo not given)
20. O=S(=O)(Nc1cccnc1)c1ccccc1
21. CC(C)C[C@H](NC(=O)CSc1nnc(-c2ccc(NC(=O)c3cccnc3)cc2)o1)C(=O)O
22. O=C(COc1ccc(Cl)cc1Cl)NCCN1CCCCC1
23. CCN(CC)C(=O)c1cccc(N)c1
24. CN(C)CCC(C(=O)c1ccccc1)c1cccnc1 (stereo not given)

compound no.,19,20,21,22,23,24
OVCAR-3,3.2*,109,121,121,129,109
SK-OV-3,-6.7*,94,109,107,101,94
OVCAR-5,16,89,96,96,112,99
SF-268,23,110,105,108,114,101
OVCAR-8,17,112,99,100,98,105
OVCAR-4,29,102,106,100,108,116
PC-3,13,99,105,93,100,88
U251,-32*,96,98,97,x,100
DU-145,23,109,116,116,112,116

25. COc1cc(/C=C/C(=O)N2CCN(C)CC2)c(OC)c2c1OCO2
26. CC1=NN(c2cccc(Cl)c2)C(=O)/C1=C\c1cn(C[C@@H](O)Cn2c3ccccc3c(=O)c3ccccc32)c2ccccc12
27. COc1ccc(-c2cc(-c3ccc(Cl)cc3)c(C#N)c(=O)n2Cc2ccc(C(=O)NO)cc2)cc1
28. CCOC(=O)c1cc(C(=O)c2ccc(OC)c(OC)c2)n2c1ccc1c3ncccc3ccc12
29. Clc1cnc(OCCc2ccncc2)nc1-n1cnc2ccccc21
30. O=C(O)CSCC(=O)Nc1cc(C(F)(F)F)ccc1Cl

compound no.,25,26,27,28,29,30
OVCAR-3,106,106,60,107,97,113
SK-OV-3,136,91,95,84,117,109
OVCAR-5,97,92,105,99,111,104
SF-268,99,105,87,98,88,94
OVCAR-8,103,99,94,91,x,107
OVCAR-4,104,100,91,99,77,119
PC-3,100,92,87,87,78,102
U251,102,96,99,102,96,106
DU-145,106,115,108,103,92,128

# From compound 10 to 27, copied from above:
10. CCCCCCCCCNc1ccc(C(=O)O)cc1C(F)(F)F
11. Cc1nc(Nc2ccc(OCc3c(-c4ccccc4)no[n+]3[O-])cc2)c2cnn(-c3ccc(Br)cc3)c2n1
12. CCCCCCC(C)OC(=O)c1ccccc1 (stereo not given)
13. c1cncc(-c2nc3ccccc3s2)c1
14. O=C1C=CC(=O)N1c1ccc(-c2nc3ccccc3o2)cc1
15. COc1ccc(N(C)c2nc(N)nc3sc4c(c23)CCCC4)cc1
16. COc1ccc(NC(=S)Nc2ccc(NCc3nc4sc5c(c4c(=O)[nH]3)CCCC5)cc2)cc1
17. O=C(/C=C\c1ccc(OCCCCCC[P+](c2ccccc2)(c2ccccc2)c2ccccc2)cc1)c1ccc2c(c1)OCCO2

compound no.,10,11,12,13,14,15,16,17
OVCAR-3,111,114,105,103,111,1.8*,104,-27*
SK-OV-3,116,113,96,98,106,21,96,-24*
OVCAR-5,101,99,96,97,108,50,107,14
SF-268,102,100,95,97,111,30,97,-4.1*
OVCAR-8,100,106,99,103,107,14,x,1.0*
OVCAR-4,114,100,93,98,105,36,109,-3.1*
PC-3,104,103,99,88,101,27,93,6.6*
U251,103,99,89,97,99,16,100,-58*
DU-145,112,104,102,106,115,0.7*,111,6.9*

18. O=[N+]([O-])c1cccc(N=Cc2ccccc2)c1
19. COc1c2c(cc3c1C(CCc1ccccc1)N(C)CC3)OCO2 (stereo not given)
20. O=S(=O)(Nc1cccnc1)c1ccccc1
21. CC(C)C[C@H](NC(=O)CSc1nnc(-c2ccc(NC(=O)c3cccnc3)cc2)o1)C(=O)O
22. O=C(COc1ccc(Cl)cc1Cl)NCCN1CCCCC1
23. CCN(CC)C(=O)c1cccc(N)c1
24. CN(C)CCC(C(=O)c1ccccc1)c1cccnc1 (stereo not given)
25. COc1cc(/C=C/C(=O)N2CCN(C)CC2)c(OC)c2c1OCO2

compound no.,18,19,20,21,22,23,24,25
OVCAR-3,122,3.2*,109,121,121,129,109,106
SK-OV-3,106,-6.7*,94,109,107,101,94,136
OVCAR-5,107,16,89,96,96,112,99,97
SF-268,105,23,110,105,108,114,101,99
OVCAR-8,93,17,112,99,100,98,105,103
OVCAR-4,111,29,102,106,100,108,116,104
PC-3,91,13,99,105,93,100,88,100
U251,103,-32*,96,98,97,x,100,102
DU-145,117,23,109,116,116,112,116,106

26. CC1=NN(c2cccc(Cl)c2)C(=O)/C1=C\c1cn(C[C@@H](O)Cn2c3ccccc3c(=O)c3ccccc32)c2ccccc12
27. COc1ccc(-c2cc(-c3ccc(Cl)cc3)c(C#N)c(=O)n2Cc2ccc(C(=O)NO)cc2)cc1

compound no.,26,27
OVCAR-3,106,60
SK-OV-3,91,95
OVCAR-5,92,105
SF-268,105,87
OVCAR-8,99,94
OVCAR-4,100,91
PC-3,92,87
U251,96,99
DU-145,115,108

# New compounds follow
31. CC(=O)N1c2c(C(N)=O)cnn2CC1c1ccccc1 (stereo not given)
32. CN1CCN(CC(=O)Nc2nc(-c3cccc(NS(=O)(=O)c4cccc5c(N(C)C)cccc45)c3)cs2)CC1
33. Cn1c(O)c(/C=N/c2nccs2)c2ccccc21
34. Cc1ccc2c(O)c(O)cc(NC(C)CCCN)c2n1 (stereo not given)
35. COC(=O)c1c(C(=O)OC)c2ccc3c4cccnc4ccc3n2c1C(=O)c1ccc(Cl)cc1
36. CN(/N=C/c1ccccc1)C(=S)Nc1ccccc1

compound no.,31,32,33,34,35,36
OVCAR-3,100,74,106,11,105,105
SK-OV-3,115,93,105,102,90,93
OVCAR-5,108,87,117,87,104,104
SF-268,88,77,82,92,95,108
OVCAR-8,100,88,101,31,105,95
OVCAR-4,113,61,85,7.0*,103,x
PC-3,103,42,89,89,89,95
U251,104,66,104,26,102,101
DU-145,108,81,94,75,106,114

37. O=C(Cn1cc(CSc2nnc3oc4ccccc4n23)nn1)Nc1ccccc1O
38. Nc1ccc2c(c1)Cc1cc(N)c(N)cc1-2
39. C1=C(C2=CCCc3ccccc32)c2ccccc2CC1
40. CCOC(=O)c1nn(-c2ccccc2)c(=O)c2c(N)c(C#N)c(-c3cccs3)cc12
41. Cc1cc(NS(=O)(=O)c2ccc(Nc3nc(/C=C/c4ccc([N+](=O)[O-])cc4)nc4ccccc34)cc2)no1
42. COc1ccc(-c2nnc3sc(-c4ccccc4-c4nc5ccccc5s4)nn23)cc1

compound no.,37,38,39,40,41,42
OVCAR-3,85,112,105,109,111,102
SK-OV-3,66,94,108,x,107,72
OVCAR-5,102,107,105,89,101,120
SF-268,69,104,116,85,101,80
OVCAR-8,91,97,109,54,104,56
OVCAR-4,79,105,113,37,112,11
PC-3,60,96,120,80,97,82
U251,90,86,108,77,100,89
DU-145,93,108,111,88,108,94

43. COc1ccc(CNC(=O)c2ccc(Nc3ccc(Cl)nn3)cc2)cc1
44. COc1ccccc1NC(=S)N(C)C
45. O=C1C(c2c[nH]c3ccccc23)=C(c2coc3ccc(O)cc23)C(=O)N1O
46. COc1ccc2cc(-c3nc4ccccc4s3)c(Cl)nc2c1OC
47. CC(=O)c1nc2ccccc2n1CCN=C(N)N
48. Oc1ccc(O)c2c1CN(Cc1ccccc1)C(=S)N(Cc1ccccc1)C2

compound no.,43,44,45,46,47,48
OVCAR-3,108,104,104,91,117,108
SK-OV-3,105,99,106,93,103,106
OVCAR-5,97,110,107,105,111,100
SF-268,107,101,89,93,109,101
OVCAR-8,93,x,105,103,104,105
OVCAR-4,107,100,96,95,105,90
PC-3,96,97,86,93,x,97
U251,97,97,107,107,109,98
DU-145,108,108,106,113,114,106

49. COc1cc2c(cc1OC)C1(NCC2)C(=O)Nc2c(Br)cc(Br)cc21 (stereo not given)
50. C/C(=C\c1cccs1)[N+](=O)[O-]
51. CCCCCCCN(CCCCCCC)C(=N)c1ccc(OC)c2ccccc12
52. CC(C)c1nc2ccccc2n1CC(=O)c1ccc(C#N)cc1
53. Cc1cc(C)c([N+](=O)[O-])cc1N
54. CCOc1ccc2ccccc2c1N

compound no.,49,50,51,52,53,54
OVCAR-3,99,107,-95*,103,113,96
SK-OV-3,90,98,-68*,117,82,104
OVCAR-5,100,104,-82*,85,109,90
SF-268,88,98,-91*,95,109,95
OVCAR-8,95,110,-66*,96,95,99
OVCAR-4,93,102,-98*,110,120,101
PC-3,94,104,-92*,92,90,81
U251,92,105,-90*,94,84,101
DU-145,102,107,-96*,117,116,110

55. COc1ccc(C(=O)CSc2nnc3sc(Nc4ccccc4)nn23)cc1
56. O=Cc1c(Cl)cccc1Cl
57. O=C(Cn1cc(CSc2nc3ccccc3o2)nn1)Nc1ccc(F)cc1F
58. CC(=O)NC1=C(C#N)C(c2ccccc2Cl)c2ccc3ccccc3c2O1 (stereo not given)
59. CSc1c(-c2nc3ccccc3s2)c(N)nc2c(C(N)=O)c(Nc3ccccc3)nn12
60. O=C1Nc2cc(Cl)ccc2/C1=C\c1c(-c2ccc(F)cc2)nc2ccccn12

compound no.,55,56,57,58,59,60
OVCAR-3,106,113,119,97,x,-58*
SK-OV-3,90,105,124,101,89,-26*
OVCAR-5,100,91,110,95,102,43
SF-268,103,105,115,86,97,20
OVCAR-8,99,85,103,103,104,34
OVCAR-4,99,107,108,98,107,-2.2*
PC-3,93,93,101,95,86,13
U251,101,108,120,101,106,23
DU-145,112,106,124,105,106,-18*

61. NC(Cc1ccc(Cl)cc1)C(=O)O (stereo not given)
62. CCCCCCCCCCCCCCCC[N+]1(C)CCCC1c1cccnc1 (stereo not given)
63. O=C1c2ccccc2C(=O)c2c1ccc1[nH]c(CCl)nc21
64. FC(F)(F)Oc1ccc2c(c1)CC1C[C@@H](c3cccc4ccccc34)N2O1 (stereo not given in full)
65. O=C(COC(=O)c1ccccc1)NCCCCc1ccccc1
66. O=C(Nc1ccccc1OC(=O)c1ccccc1)c1ccccc1

compound no.,61,62,63,64,65,66
OVCAR-3,111,38,-36*,114,118,78
SK-OV-3,110,60,38,81,98,89
OVCAR-5,101,48,70,76,99,93
SF-268,96,30,25,106,113,47
OVCAR-8,96,38,20,98,104,93
OVCAR-4,110,47,-20*,71,103,63
PC-3,99,8.1*,39,x,108,89
U251,98,17,9.8*,87,100,47
DU-145,108,52,17,104,105,112

67. Nn1c(N=Nc2c(O)[nH]c3c(Cl)cc(Cl)cc23)n[nH]c1=S
68. CCOC(=O)C1(c2ccccc2)CCOC1=O (stereo not given)
69. CCCCCCC(=O)c1ccco1
70. COc1ccc(Nc2nc(-c3cccnc3)nc3sc4c(c23)CCCCCC4)cc1
71. COc1cc(/C=C2\C(=O)N(C[C@@H](O)CN[C@H](C(=O)O)C(C)C)c3ccccc32)cc(OC)c1OC
72. O=C(c1ccccc1)c1ccc(Cl)c(Cl)c1

compound no.,67,68,69,70,71,72
OVCAR-3,104,108,134,119,107,100
SK-OV-3,97,101,110,107,95,99
OVCAR-5,116,99,106,94,110,105
SF-268,96,101,113,85,97,92
OVCAR-8,94,101,106,94,80,94
OVCAR-4,108,104,110,97,92,105
PC-3,87,98,93,73,67,97
U251,88,103,102,90,92,94
DU-145,97,110,123,95,102,96
